Screening data from PubChem BioAssay.
PfHsp40 yeast: rescue of PfHsp40-mediated yeast toxicity. S. cerevisiae expressing PfHsp40, growth rescue, ATP luminescence. growth rescue, % at 12.5 µM. 340,000 tested, 0.68% active; in the data active means growth rescue above about 28%, passing the limit was not always enough; inconclusive means no clear call, values can overlap the other calls;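 further: yeast W303a lacking pdr1 and pdr3 grown in galactose medium; growth measured after three days at 30 °C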
FadD28 FP inh: inhibitors of Mycobacterium tuberculosis FadD28 bisubstrate binding. FadD28 bisubstrate probe binding, fluorescence polarization. AID 588549. 360,000 tested, 0.22% active. inhibition, % at 12.5 µM; in the data active means inhibition above about 8.5%, passing the limit was not always enough; inconclusive means no clear call, values can overlap the other calls
BoNT A protease: blocks Botulinum neurotoxin A light chain protease; multiplex microsphere protease substrate cleavage, flow cytometry; inhibition, % at 10 µM; 360,000 tested, 0.17% active; AID 588499; further: plate controls were buffer without enzyme for full effect and enzyme alone for no effect
Mtb UGM inh: Mtb UDP-galactopyranose mutase inhibition. P9WIQ1. purified UGM, fluorescence polarization probe displacement. inhibition, % at 10 µM. 320,000 tested, 0.06% active. AID 504406; in the data active means inhibition above about 10%, passing the limit was not always enough; inconclusive means no clear call, values can overlap the other calls
Target sequence (P9WIQ1 whole entry, looked up): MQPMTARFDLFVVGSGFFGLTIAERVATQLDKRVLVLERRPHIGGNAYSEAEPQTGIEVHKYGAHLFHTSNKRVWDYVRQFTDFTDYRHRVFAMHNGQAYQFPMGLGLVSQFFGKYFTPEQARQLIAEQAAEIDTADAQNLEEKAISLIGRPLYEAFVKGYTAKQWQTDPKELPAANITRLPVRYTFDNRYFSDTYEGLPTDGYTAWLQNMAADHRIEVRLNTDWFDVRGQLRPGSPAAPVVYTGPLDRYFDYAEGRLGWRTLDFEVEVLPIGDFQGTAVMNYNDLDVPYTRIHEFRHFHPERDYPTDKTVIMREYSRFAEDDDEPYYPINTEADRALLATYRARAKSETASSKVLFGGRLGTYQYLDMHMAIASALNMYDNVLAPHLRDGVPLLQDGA
Mtb BioA inh: blocks M. tuberculosis BioA enzyme activity; purified M. tuberculosis BioA enzyme, plate reader; inhibition, % at 9.99 µM; 360,000 tested, 0.096% active; in the data active means inhibition above about 40%; inconclusive means no clear call, values can overlap the other calls
BoNT F protease: inhibitors of Botulinum neurotoxin F light chain protease; 360,000 tested, 0.22% active; Multiplex microsphere protease cleavage assay, flow cytometry; inhibition, % at 10 µM; in the data active means inhibition above about 35%, passing the limit was not always enough; inconclusive means no clear call, values can overlap the other calls; further: plate controls were buffer without enzyme for full effect and enzyme alone for no effect
GDH-TPI counter: counter-screen for M. tuberculosis FBA inhibitors: GDH-TPI coupled enzymes | AID 588335 | GDH-TPI coupled enzyme counterscreen, NADH absorbance | 360,000 tested, 1.2% active | inhibition, % at 4.8 µM; in the data active means inhibition above about 30%;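 further: 0% = DMSO wells and 100% = wells lacking the enzyme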
Mtb FBA inh: inhibits M. tuberculosis FBA enzyme; 360,000 tested, 2.3% active; P9WQA3; inhibition, % at 1 µM; purified M. tuberculosis FBA, fluorescence read-out; in the data active means inhibition above about 27%;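 further: 0% = vehicle and 100% = reference inhibitor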
Target sequence (P9WQA3 whole entry, looked up): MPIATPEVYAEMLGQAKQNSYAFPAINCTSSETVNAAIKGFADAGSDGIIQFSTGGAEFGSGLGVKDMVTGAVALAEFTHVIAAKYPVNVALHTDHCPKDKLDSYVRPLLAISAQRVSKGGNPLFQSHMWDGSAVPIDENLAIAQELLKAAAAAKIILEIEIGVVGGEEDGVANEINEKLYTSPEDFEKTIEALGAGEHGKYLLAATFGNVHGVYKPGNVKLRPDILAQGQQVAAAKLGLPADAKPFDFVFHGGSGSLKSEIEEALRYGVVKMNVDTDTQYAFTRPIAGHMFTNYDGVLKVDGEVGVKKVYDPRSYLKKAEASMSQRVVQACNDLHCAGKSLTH
Anthrax LF inh2: anthrax lethal factor protease inhibition; multiplex microsphere protease cleavage assay, LF; inhibition, % at 10 µM; 360,000 tested, 0.12% active; AID 588501; further: plate controls were buffer without enzyme for full effect and enzyme alone for no effect
Active calls of the source: *; ? = inconclusive; . = no result given; & = joins results of further samples. Unless noted, no stated cut-off is given here; in the data, active means inhibition above about 30%; inconclusive means no clear call, values can overlap the other calls; inactive means below that. No enrichment for hits. About 4.7% of those tested had a hit in this group.

item | molecule | PfHsp40 yeast | FadD28 FP inh | BoNT A protease | Mtb UGM inh | Mtb BioA inh | BoNT F protease | GDH-TPI counter | Mtb FBA inh | Anthrax LF inh2
1 | CN1CCCNc2nc3ccccc3nc21 | 0.9 | 0.5 | 0.6 | -1.9 | -1.6 | -2 | 17 | 19 | -8
2 | CC(C)CCN1CCC(CN2CCNC(=O)C2=O)CC1 | -1.1 | -2.5 | -0.1 | . | 0.7 | 4 | -4 | 3 | -1
3 | O=C(NCCc1ccccc1)C1(c2ccccc2)CC1(Cl)Cl (configuration not stated) | -0.3 | 0.0 | -1.4 | 3.8 | -1.0 | -3 | 5 | 2 | 2
4 | Cc1nn(C)c(C)c1S(=O)(=O)N1CCC(C(=O)Nc2ccc3c(c2)OCCO3)CC1 | -0.3 | -3.1 | -0.3 | 5.4 | 3.5 | -3 | -6 | 0 | -4
5 | CN(C1CCCCC1)S(=O)(=O)c1cccc(C(=O)Nc2ccccn2)c1 | 1.5 | -4.4 | -2.9 | 1.5 | -0.6 | 0 | 5 | -3 | 4
6 | Cc1ccc(NC(=O)c2cnccn2)c(C)c1 | -1.3 | -2.2 | -1.8 | 0.3 | -0.4 | -20 | 2 | 0 | 9
7 | COc1ccc(NC(=O)Nc2ccc3c(c2)C(=O)N([C@H](C)CO)C[C@H](C)[C@@H](CN(C)C(=O)Nc2ccc4c(c2)OCO4)O3)cc1 | -0.6 | 0.8 | 1.1 | 1.1 | 0.5 | -14 | 11 | 4 | -10
8 | CCCCC(=O)Nc1ccc(C(=O)OC2CCCCC2)cc1 | ? | 0.2 | 0.4 | -0.6 | . | -14 | -1 | -1 | -1
9 | COc1ccc(C(=O)Oc2cc(N)n(S(=O)(=O)c3ccc(C)cc3)n2)cc1 | 0.8 | -4.0 | 1.8 | -2.3 | -2.2 | 4 | -5 | 0 | -2
10 | COc1cc(CNc2ncn[nH]2)ccc1OCc1cccc(C)c1 | -0.3 | -4.0 | -0.1 | -1.0 | . | -6 | -7 | 3 | -6
11 | O=C(N1CCOCC1)N1CCN(c2ccccc2F)CC1 | 4.0 | -1.2 | -0.7 | 0.5 | -1.2 | -2 | 0 | 3 | -6
12 | COc1ccc(-c2nn(CCC(=O)O)cc2/C=C2\SC(N)=NC2=O)cc1OC | -0.9 | -3.1 | 0.3 | 1.2 | . | -2 | 16 | -2 | -1
13 | Cc1ccc2cc(C(c3nnnn3CC3CCCO3)N3CCCC4(CCCCC4)C3)c(=O)[nH]c2c1 (configuration not stated) | 2.3 | -0.1 | 0.9 | . | -0.1 | 12 | 13 | 4 | 1
14 | COc1ccc(-n2c(O)c(C=Nc3ccccc3)c3ccccc3c2=O)cc1 | -1.3 | -0.8 | -1.0 | 4.0 | . | -5 | 3 | 5 | -8
15 | CSc1nnc(-c2cccc(NC(=O)c3ccccc3)c2)n1C | . | 0.1 | -1.2 | 1.3 | 6.9 | -2 | -3 | 2 | 3
16 | CCN(CC)c1ccc(/C=N/OCC(=O)N2CCCc3ccccc32)cc1 | 4.5 | 0.1 | -0.7 | 4.0 | -0.3 | -7 | 22 | 0 | -3
17 | N#CCC(=O)Nc1ccc(C(=O)OCC(=O)N=c2sccn2Cc2ccccc2Cl)cc1 | -1.6 | -4.7 | 6.5 | -1.3 | . | -10 | 0 | 1 | -4
18 | O=C(CN1C(=O)c2ccccc2C1=O)Nc1nnc(C2CCCO2)s1 (configuration not stated) | 0.8 | -0.9 | -0.7 | 0.9 | . | -3 | 8 | 0 | -1
19 | COc1ccc(N2CCN(S(=O)(=O)c3ccc4c(c3)CC(C)N4C(=O)C3CC3)CC2)cc1 (configuration not stated) | -1.1 | -0.1 | -2.2 | 0.8 | 0.2 | -3 | 0 | 3 | -2
20 | CCCNC(=O)C1(C)CCCN(Cc2ccc3c(c2)OCO3)C1 (configuration not stated) | . | -3.4 | -0.4 | . | 1.0 | 6 | 10 | -1 | -6

A different layout for 5 compounds above.
Results follow in this order: PfHsp40 yeast | FadD28 FP inh | BoNT A protease | Mtb UGM inh | Mtb BioA inh | BoNT F protease | GDH-TPI counter | Mtb FBA inh | Anthrax LF inh2
1) CN1CCCNc2nc3ccccc3nc21
    0.9 | 0.5 | 0.6 | -1.9 | -1.6 | -2 | 17 | 19 | -8
2) CC(C)CCN1CCC(CN2CCNC(=O)C2=O)CC1
    -1.1 | -2.5 | -0.1 | . | 0.7 | 4 | -4 | 3 | -1
3) O=C(NCCc1ccccc1)C1(c2ccccc2)CC1(Cl)Cl (configuration not stated)
    -0.3 | 0.0 | -1.4 | 3.8 | -1.0 | -3 | 5 | 2 | 2
4) Cc1nn(C)c(C)c1S(=O)(=O)N1CCC(C(=O)Nc2ccc3c(c2)OCCO3)CC1
    -0.3 | -3.1 | -0.3 | 5.4 | 3.5 | -3 | -6 | 0 | -4
5) CN(C1CCCCC1)S(=O)(=O)c1cccc(C(=O)Nc2ccccn2)c1
    1.5 | -4.4 | -2.9 | 1.5 | -0.6 | 0 | 5 | -3 | 4

Carrying on.
item | molecule | PfHsp40 yeast | FadD28 FP inh | BoNT A protease | Mtb UGM inh | Mtb BioA inh | BoNT F protease | GDH-TPI counter | Mtb FBA inh | Anthrax LF inh2
21 | CN(C)/C=C(\C#N)S(=O)(=O)C(C)(C)C | -0.8 | -0.9 | -0.2 | 2.8 | -0.6 | 1 | 3 | 5 | -7
22 | COc1cc(CN2CCN(S(=O)(=O)c3ccc(NC(C)=O)cc3)CC2)cc(OC)c1O | -0.6 | 0.8 | 0.3 | -1.9 | -0.1 | 1 | 0 | -2 | -5
23 | C[C@@H]1CCCCO[C@@H](CN(C)C(=O)c2ccncc2)[C@@H](C)CN([C@H](C)CO)C(=O)c2cc(NC(=O)Cc3ccccc3)ccc2O1 | . | -4.8 | 0.2 | . | 0.6&-4.8 | 0 | -4 | -1 | -3
24 | COc1ccccc1NC(=O)C1=C(C)Nc2nnnn2C1c1cccc(Br)c1 (configuration not stated) | -1.1 | -2.6 | -2.3 | -4.1 | . | -2 | -4 | 0 | -2
25 | CCc1nc2ccc(C(=O)Nc3cccc(OCC(=O)N(C)C)c3)cn2c1N(C)Cc1cc2ccccc2s1 | . | -0.9 | -0.4 | . | -2.5 | -4 | 4 | 0 | -14
26 | CCCCn1c(SCC(=O)Nc2ccc3c(c2)OCO3)nc2c1c(=O)n(C)c(=O)n2C | 0.3 | -2.3 | -0.1 | 2.5 | 1.3 | 1 | -1 | 0 | -4
27 | CSc1ncccc1C(=O)N1CCCC(CCC(=O)NCc2ccc(F)c(F)c2)C1 (configuration not stated) | -0.1 | -1.6 | -2.4 | -0.5 | . | -11 | -12 | 1 | -4
28 | O=[N+]([O-])c1ccc(NCCCN2CCOCC2)nc1 | 0.4 | -2.0 | . | 2.6 | 1.4 | . | 20 | 0 | .
29 | COc1ccc(C)cc1NC(C)C(=O)NC(=O)NC1CCCCC1 (configuration not stated) | -0.5 | -2.0 | -0.2 | -1.0 | -2.5 | -5 | -4 | 1 | 0
30 | CN(C)C(=O)CSc1nnc(-c2ccncc2)n1Cc1ccco1 | -1.4 | -5.0 | -0.7 | -2.2 | . | -3 | -6 | -4 | -6

Complete entries, looked up by structure. Values in the order: PfHsp40 yeast	FadD28 FP inh	BoNT A protease	Mtb UGM inh	Mtb BioA inh	BoNT F protease	GDH-TPI counter	Mtb FBA inh	Anthrax LF inh2
Results for CN(C)C(=O)CSc1nnc(-c2ccncc2)n1Cc1ccco1 → -1.4	-5.0	-0.7	-2.2	.	-3	-6	-4	-6
Results for O=[N+]([O-])c1ccc(NCCCN2CCOCC2)nc1 → 0.4	-2.0	.	2.6	1.4	.	20	0	.
Results for COc1ccc(C)cc1NC(C)C(=O)NC(=O)NC1CCCCC1 (configuration not stated) → -0.5	-2.0	-0.2	-1.0	-2.5	-5	-4	1	0
Results for C[C@@H]1CCCCO[C@@H](CN(C)C(=O)c2ccncc2)[C@@H](C)CN([C@H](C)CO)C(=O)c2cc(NC(=O)Cc3ccccc3)ccc2O1 → .	-4.8	0.2	.	0.6&-4.8	0	-4	-1	-3
Results for COc1cc(CN2CCN(S(=O)(=O)c3ccc(NC(C)=O)cc3)CC2)cc(OC)c1O → -0.6	0.8	0.3	-1.9	-0.1	1	0	-2	-5
